Pf apPOL block: Pf-apPOL DNA polymerase inhibition; 210,000 tested, 0.25% active; Recombinant Pf-apPOL, molecular beacon fluorescence, 1.5 h; inhibition, % at 10 µM; AID 1794808
mHTT CaM bind: inhibitors of human mutant huntingtin-calmodulin interaction; AlphaScreen His-mHTT/GST-CaM binding, luminescence; AID 1671202; inhibition, % at 15 µM; 190,000 tested, 3.6% active;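 note: 0% = both proteins with DMSO and 100% = one protein alone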
The depositor's hits bear a star; i = inactive; nt = no result given; & = joins results of further samples. Cut-off read from the data, not from the text of the source: active = inhibition above about 50%; inactive = the rest.

SMILES | Pf apPOL block | mHTT CaM bind
Cc1ccccc1-c1noc(-c2c(O)c3ccccc3n(C)c2=O)n1 | 0 | -9
COc1ccc(NC(=O)C2CCC(N3C(=O)C4C5C=CC(C5)C4C3=O)CC2)cc1 (configuration not stated) | -8 | 7
Cc1ccc(C)c(NC(=O)c2cnc(-c3ccccc3)nc2-c2ccncc2)c1 | -1 | -3
CNC(=O)c1ccc(Cl)cc1 | -15 | nt
O=C(COc1ccccc1)Nc1cccc(NC(=O)c2ccccc2)c1 | -5 | 2
N#CSCc1ccccc1[N+](=O)[O-] | 0 | nt
CCn1ncc(CN2CCC(Nc3ncnc4c3CCC4)CC2)c1C | 2 | -12
Cc1cccc(N2C=C(C#N)S(=O)(=O)c3c(F)cccc32)c1C | 1 | -2
COc1ccc(C2=NC3(CCCCCC3)N(CC(=O)Nc3cccc(Cl)c3)C2=O)cc1 | -7 | -1
Cc1noc(-c2nn(C)c3c2CN(C(=O)c2cccnc2)CC3)n1 | 1 | 0
COc1ccc(N2C(=O)CSC2c2ccc3c(c2)OCO3)c(OC)c1 (configuration not stated) | -3 | 10
O=C1NN(c2cc(Cl)cc(Cl)c2)C(=O)/C1=C/c1cccn1-c1ccc([N+](=O)[O-])cc1 | -4 | 0
O=C(c1ccc(F)cc1)N1CCN(c2ccc([N+](=O)[O-])c(N3CCCCC3)c2)CC1 | -8 | 32
COC(=O)CSc1nnc(CNC(=O)c2ccccc2F)n1Cc1ccccc1 | 0 | -16
C=CC[C@H]1CC(C)=C[C@@H](CC=C)N1C(C)=O | nt | -9
CS(=O)(=O)c1ccc2nc(NC(=O)CCCc3ccccc3)sc2c1 | -7&2 | 12&6
CCOc1cccc2c1OC1(C)CC2NC(=O)N1c1ccccc1F (configuration not stated) | 2 | -15
COc1ccc(-c2cc3n(n2)CCCN(C(=O)c2cccnc2)C3)cc1 | -1 | -5
Cc1ccc(-c2csc(/C(C#N)=C/c3ccc(Br)o3)n2)c(C)c1 | -2 | 1
CC(O)C(O)c1cnc2nc(N)[nH]c(=O)c2n1 (configuration not stated) | -2 | nt

Some of the entries so far, with tabs:
Compound	Pf apPOL block	mHTT CaM bind
COc1ccc(NC(=O)C2CCC(N3C(=O)C4C5C=CC(C5)C4C3=O)CC2)cc1 (configuration not stated)	-8	7
Cc1ccc(C)c(NC(=O)c2cnc(-c3ccccc3)nc2-c2ccncc2)c1	-1	-3
CNC(=O)c1ccc(Cl)cc1	-15	nt
O=C(COc1ccccc1)Nc1cccc(NC(=O)c2ccccc2)c1	-5	2
N#CSCc1ccccc1[N+](=O)[O-]	0	nt
CCn1ncc(CN2CCC(Nc3ncnc4c3CCC4)CC2)c1C	2	-12

(next part)
SMILES | Pf apPOL block | mHTT CaM bind
CS(=O)(=O)n1cc(C(=O)C(F)F)c2ccccc21 | -14 | nt
COc1ccc(C(=O)N2CCC(CCOc3ccc(F)cc3)CC2)cn1 | -1 | 9
Cc1ccc(NC(=O)C2c3ccccc3C(=O)N(C)C2c2cccs2)cc1F (configuration not stated) | -6 | 11
CC(C(=O)N1CCCc2c1c(=O)oc1ccc(O)cc21)N1CCCCCC1 (configuration not stated) | -10 | 3
Cc1c(C=NNC(=S)Nc2ccc(Cl)cc2)sc2ccccc12 | -6 | nt
COc1cc(-c2noc(C)c2C#CC2(N)CCCCC2)cc(OC)c1OC | -4 | 20
O=C1c2ccccc2C(=O)N1CCCCN(C(=O)c1ccc([N+](=O)[O-])cc1)c1ccc(Cl)cc1 | -4 | -5
O=c1oc2ccccc2nc1C=C(O)c1ccc(Br)cc1 | -7 | 6
O=C1S/C(=C\c2ccco2)C(=O)N1c1ccc(Cl)cc1 | -15 | 2
O=C(Nc1cccc2c1C(=O)c1ccccc1C2=O)c1cccc(C(F)(F)F)c1 | 3 | 17
CC(C)CC(=O)Nc1cnc(N2CCOCC2)nc1 | 5 | -1
Cc1ccc(-c2nc3ncccc3o2)cc1NC(=O)c1ccc(Br)cc1 | -1 | 2
Cc1ccc(C(=O)NN(C)c2ccc([N+](=O)[O-])cn2)cc1 | -9 | nt
COc1ccc(C(=O)N2CC3CC2CC3NC(=O)c2cccs2)c(OC)c1 (configuration not stated) | -3 | -1
CC(=O)Nc1ccc(C2=N/C(=C/c3cc([N+](=O)[O-])ccc3Cl)C(=O)O2)cc1 | 3 | 4
COc1ccc(/C=C2/NC(=O)NC2=O)cc1Cl | -3 | -4
O=C(Nc1c[nH]c(=O)[nH]c1=O)c1ccco1 | nt | -4
O=C(NC1CCCC1)C1CN(C(=O)c2ccncc2)CC12CCCC2 (configuration not stated) | -4 | -4
COc1ccc(-c2cc3ccc(OCC(C)=O)cc3oc2=O)cc1 | -4 | 0
O=C1CCCN2N=C(SCc3ccc(Cl)cc3)SC2=N1 | -4 | 3

2 of these compounds, reformatted.
| mol | Pf apPOL block | mHTT CaM bind |
| --- | --- | --- |
| Cc1c(C=NNC(=S)Nc2ccc(Cl)cc2)sc2ccccc12 | -6 | nt |
| O=C1S/C(=C\c2ccco2)C(=O)N1c1ccc(Cl)cc1 | -15 | 2 |

Next entries:
SMILES | Pf apPOL block | mHTT CaM bind
O=[N+]([O-])c1cc(F)c(N2CCCCCC2)cc1N1CCCC1 | -6 | 72*
Cc1cccc(CN2CCCn3nc(C(=O)NCCCN4CCCC4)cc3C2=O)c1 | -2 | 6
O=C(CN1C(=O)/C(=C/c2ccc(Cl)cc2)Sc2ccccc21)NCC1CCCO1 (configuration not stated) | -2 | 16
COC(=O)N1CCc2ccc(F)cc2C1C(=O)Nc1cccc(C)n1 (configuration not stated) | -4 | -10
COc1ccc(C(=O)NCCc2nc3ccccc3n2C)cc1OC | 0 | 1
COc1ccc2cc(C(N)=O)c(=Nc3ccc(C)cc3)oc2c1 | 1 | 8
O=C1C(=O)N(CCN2CCOCC2)C(c2cccnc2)C1=C(O)c1ccc(Br)cc1 (configuration not stated) | -8 | -1
COc1cccc(CN2N=C(C(=O)N3CCCC3)S(=O)(=O)c3ccccc32)c1 | -21 | -2
COc1ccc2c(c1)CCC1C2CCC2(C)C(=O)CCC12 (configuration not stated) | -6&-13 | nt
O=C(NCc1ccco1)N1CCC2(CC1)Nc1cccnc1NC2=NCc1ccccc1 | -3 | 18
CC(/C=C1\N=C(c2ccc([N+](=O)[O-])cc2Cl)OC1=O)=C\c1ccccc1 | -2 | 3
COc1ccc(C2=NC3(CCN(CC(=O)Nc4ccc(C)cc4C)CC3)NC2=O)cc1 | 1 | 20
Cc1cccc(-n2nc3c(c2NC(=O)CCC2CCCCC2)CS(=O)(=O)C3)c1C | -4 | 13
Cc1cccc(C(=O)NCC2CCN(c3cc(-c4cccnc4)[nH]n3)CC2)c1 | 2 | 16
O=[N+]([O-])c1ccc(N2CCCC2)cc1N1CCN(c2ccccc2)CC1 | -1 | 4
O=C(CC1CCCC1)N1CCC(CCOc2cccc(F)c2)CC1 | 3 | -23
N#CCc1ccc(NC(=O)c2ccccc2Cl)cc1 | 0 | -3
Cc1cc2c(N3CCN(CCO)CC3)ncnc2s1 | -7 | -6
Cc1ccc(C)c(NC(=O)c2cc3c(=O)n(CC(C)C)ccc3n2C)c1 | 0 | -6
CCN(CC)S(=O)(=O)N1CCCC(C(=O)NCc2ccc(C)cc2)C1 (configuration not stated) | -12 | -9

Shown with each value named: two of the compounds above
> O=C(NCc1ccco1)N1CCC2(CC1)Nc1cccnc1NC2=NCc1ccccc1
  Pf apPOL block: -3 | mHTT CaM bind: 18
> O=C1C(=O)N(CCN2CCOCC2)C(c2cccnc2)C1=C(O)c1ccc(Br)cc1 (configuration not stated)
  Pf apPOL block: -8 | mHTT CaM bind: -1

More results
SMILES | Pf apPOL block | mHTT CaM bind
O=C(Nc1ccccn1)NC1CCCCC1 | 0 | 2
Cn1c(Sc2ncc([N+](=O)[O-])s2)n[nH]c1=O | -3 | nt
CC(C)(C)N=C1Nc2ccccc2CNC12CCN(C(=O)C1CCC1)C2 (configuration not stated) | -5 | 37
O=C(O)c1ccc(Cl)c(N2C(=O)C3CCCCC3C2=O)c1 (configuration not stated) | 2 | -10
COc1ccc2c(c1)-c1ccccc1S(=O)(=O)N(C)C2 | 1 | -5
CC(=O)/C(C)=N/O | 2 | nt
O=C1N=c2ccccc2=C1c1c(O)n(-c2cccc(Br)c2)[nH]c1=O | -6 | 3&-1
CN(CC/C(N)=N/O)C(=O)c1ccco1 | nt | i
CC(=NCc1ccncc1)C1=C(O)c2ccccc2C1=O | 0 | 13
O=C1C=C(c2ccccc2)CC(c2cccc([N+](=O)[O-])c2)C1n1nnc2ccccc21 (configuration not stated) | -3 | 38
COc1ccc(N2C(=O)C3CCCN3C2c2cccc(C)c2)cc1Cl (configuration not stated) | -5 | 1
Cc1ccc(CNC(=O)CCC(=O)O)cc1 | -4 | 2
Cc1cccc(CC(=O)N2CCN(C3=NC=CN4C3=NCC4C)CC2)c1 (configuration not stated) | -19 | 37
Cc1cc(C)c(-c2noc(C)n2)c(NC(=O)c2ccc(C)c(C)c2)n1 | -5 | -2
CC1Cc2ccccc2N1C(=O)NC1CC(=O)N(c2ccccc2)C1 (configuration not stated) | 2 | 3
O=C(NCc1ccccc1Cl)c1cc(S(=O)(=O)N2CCC3(CC2)OCCO3)ccc1F | -4 | -1
c1ccc2c(c1)Nc1nc3ccccc3nc1O2 | 27&-5 | -15
Cc1cccc(NS(=O)(=O)c2ccc3nnc(C)n3c2)c1 | 1 | 5
Cn1cc(Cl)c(C=C(C#N)C(N)=O)n1 | 1 | nt
Cc1ccc(C2SCC(=O)N2c2ccc(Br)cc2)cc1 (configuration not stated) | 1 | -11
COc1ccc(CC(=O)N2CCCC2c2ccc(OC)cc2)cc1 (configuration not stated) | -2 | 13
CCOc1cccc(-c2nc3ccccc3c(=O)o2)c1 | 0 | 0
O=C(CN1C(=O)NC2(CCCCC2)C1=O)N1CCOCC1 | -7 | -6
COC(=O)CC(=NNc1cc(Cl)cc(Cl)c1)C(=O)OC | 8 | nt
Cc1occc1C(=O)C(C#N)=C1SCCCS1 | 0&-5 | nt
CN1CCC(NC(=O)c2cc3cn(C4CCCC4)cc3s2)CC1 | 4 | 30
CCCCC1CCC(C(=O)Nc2c3c(nn2C(C)(C)C)CSC3)CC1 (configuration not stated) | -5 | -1
CCc1nnc(NC(=O)CSc2nc(=O)[nH]c3c2CCC3)s1 | 2 | -5
COc1ccc(Br)cc1S(=O)(=O)n1nc(C)cc1C | 0 | -8
COc1ccc(C(=O)NCC#CCN(C(C)C)C(C)C)cc1OC | 2 | -8
CN1CCN(NC(=O)COc2ccc(Cl)cc2)CC1 | -2 | -4
O=C(Nc1ccccn1)c1ccc(S(=O)(=O)NC2CCCC2)cc1 | -7 | -2
C/C(=N/NC(=O)c1nn(C)c(C)c1Br)c1ccnn1C | nt | i
COc1cc(Cl)c(NC(=O)C2CCCN(c3nccc(C)n3)C2)c(OC)c1 (configuration not stated) | 2 | 2
COc1ccc2c(c1OC)C(=O)N1c3ccccc3N=C(c3ccc(C)cc3)CC21 (configuration not stated) | -2 | 15
CS(=O)(=O)N(CC(=O)NC1CCCCCC1)c1ccccc1F | 0 | -4
CCN(C(=O)CCNC(=O)Cn1ccc2ccccc2c1=O)c1cccc(Cl)c1 | -4 | 5
O=C(Nc1nc2nccc(-c3ccccc3)n2n1)c1ccc([N+](=O)[O-])cc1 | -8 | 32
CCc1cc(-c2n[nH]c(C)c2Oc2ccc(F)cc2)c(O)cc1O | 8 | 100*
CC(=O)NCc1csc(C2CCCN(S(=O)(=O)Cc3ccccc3)C2)n1 (configuration not stated) | -3 | 6
O=C(NC(Nc1ccc([N+](=O)[O-])cc1)C(Cl)(Cl)Cl)c1ccco1 (configuration not stated) | 3 | 28
N#CC1=C(N)Oc2n[nH]c(-c3cccs3)c2C1c1ccccc1C(=O)O (configuration not stated) | -2 | 6
COCCn1cc(NC(=O)Nc2ccc(S(N)(=O)=O)cc2)c2ccccc21 | 8 | 24
O=C1NN(c2ccc(Cl)c(Cl)c2)C(=O)/C1=C/c1ccc2c(c1)OCO2 | -3 | 5
CCCCC1CCC(C(=O)Nc2c3c(nn2-c2ccc(OC)cc2)CS(=O)C3)CC1 (configuration not stated) | -5 | 13
CC(C)n1c(CC2CCN(C(=O)NCCc3ccccc3)C2)nc2cccnc21 (configuration not stated) | 0 | 11
O=C1NCC2=C1C(c1ccccc1O)Nc1ccccc1N2 (configuration not stated) | 1 | -6
COc1ccc([N+](=O)[O-])cc1NC(=O)c1ccccc1 | -2 | 0
O=C(CCSc1ccc2ccccc2n1)NCCc1ccccc1 | -37 | -7
COCCNc1nc(C)nc2onc(C)c12 | 0 | -5
Cc1ccc(C(=O)N2CCN(c3ccc(F)cc3F)C(=O)C2C)cc1 (configuration not stated) | 1 | 3
CC(=O)c1ccc(NC(=O)c2cccnc2)cc1 | -10 | 1
CCCCOc1ccc(-c2nc(C=Nc3cc([N+](=O)[O-])ccc3Cl)c(O)o2)cc1 | -2 | 5
CCCOc1ccc(N2C(=O)CC(NCc3ccc4c(c3)OCO4)C2=O)cc1 (configuration not stated) | 0 | 10
COc1ccc(OC)c(S(=O)(=O)NCCC23CC4CC(CC(C4)C2)C3)c1 | -4 | -2
O=[N+]([O-])c1cc(C(F)(F)F)cc2c1nc1ccccn12 | -5 | nt
COc1ccc(C2C(=C(O)c3ccccc3)C(=O)C(=O)N2CCCN2CCOCC2)cc1 (configuration not stated) | 2 | 0
O=C(Cn1cc2c(n1)CCCCC2)Nc1cc(C(F)(F)F)ccc1Cl | 0 | -4

Full records as entered above:
Shown for `O=C(Cn1cc2c(n1)CCCCC2)Nc1cc(C(F)(F)F)ccc1Cl` = Pf apPOL block = 0; mHTT CaM bind = -4
Shown for `O=[N+]([O-])c1cc(C(F)(F)F)cc2c1nc1ccccn12` = Pf apPOL block = -5; mHTT CaM bind = nt

A portion of the library. The share of hits here may be higher or lower than overall.
